# FAS-TE inh: blocks the thioesterase domain of human fatty acid synthase; P49327; recombinant FAS-TE, OMFH fluorogenic substrate, fluorescence endpoint; inhibition, % at 15 µM; 0.67% of 360,000 active; AID 602261;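 active = compounds whose normalised, plate-corrected inhibition of enzyme fluorescence in the single-dose primary screen is 50% or more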;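 also: 0% = DMSO with enzyme and 100% = substrate without enzyme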
# NRP1-CendR mod: NRP-1/CendR interaction modulation | O14786 | FAM-RPARPAR peptide binding to NRP-1, fluorescence polarization | inhibition, % at 25 µM | 0.85% of 360,000 active;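 active = inhibition or corrected inhibition above about 18%, plus a signal ratio from 0.5 to 1.5, limit read from the data, passing the limit was not always enough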; also: strong numbers were not always called active
# Neddylation inh: cullin neddylation inhibition | P61081+Q13564 | TR-FRET cullin neddylation, biochemical | calls only at 25 µM | 0.58% of 360,000 active | AID 651699; in the data active = inhibition above about 36%
# eLon inh: E. coli protease La inhibition | P0A9M0 | purified E. coli Lon protease, fluorescence polarization | inhibition, % at 7.94 µM | 0.42% of 360,000 active; in the data active = inhibition above about 13%, passing the limit was not always enough;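 also: 0% = enzyme with probe and DMSO and 100% = no enzyme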
# PABP1 MLLE inh: inhibitors of microRNA-mediated deadenylation, human PABP1 MLLE binding; GST-MLLE / FITC-PAM2 fluorescence polarization; P11940; 0.36% of 360,000 active; inhibition, % at 20 µM; AID 588489; in the data active = inhibition above about 35%, passing the limit was not always enough;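 also: plate controls were DMSO wells with GST-MLLE for no effect and wells lacking GST-MLLE protein for full effect; some results filed as inactive read as strong as hits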
# Target sequence (P11940 whole entry, looked up): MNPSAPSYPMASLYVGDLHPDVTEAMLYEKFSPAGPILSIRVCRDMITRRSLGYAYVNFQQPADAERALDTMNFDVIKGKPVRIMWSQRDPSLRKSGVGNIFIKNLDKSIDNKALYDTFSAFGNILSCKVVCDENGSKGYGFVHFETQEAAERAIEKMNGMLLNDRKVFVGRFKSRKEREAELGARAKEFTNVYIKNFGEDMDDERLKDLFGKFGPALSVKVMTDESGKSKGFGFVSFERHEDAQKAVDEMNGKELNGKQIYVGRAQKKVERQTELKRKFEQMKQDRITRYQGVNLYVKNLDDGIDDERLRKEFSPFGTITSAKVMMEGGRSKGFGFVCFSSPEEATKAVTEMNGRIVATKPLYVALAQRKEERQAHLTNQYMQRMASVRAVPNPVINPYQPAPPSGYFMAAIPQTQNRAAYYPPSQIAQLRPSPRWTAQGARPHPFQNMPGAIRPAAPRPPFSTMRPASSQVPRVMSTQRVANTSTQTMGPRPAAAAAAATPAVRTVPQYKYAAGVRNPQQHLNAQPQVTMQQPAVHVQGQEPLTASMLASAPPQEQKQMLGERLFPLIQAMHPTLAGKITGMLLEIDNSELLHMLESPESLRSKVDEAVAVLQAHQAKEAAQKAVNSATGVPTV
# bovine MsrA act: activators of bovine methionine sulfoxide reductase A; purified bovine MsrA, absorbance read-out; activation, % at 10.6 µM; 0.3% of 360,000 active; AID 602163; in the data active = activation above about 7.5%;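 also: 0% = vehicle and 100% = reference activator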
# MT1-MMP act inh: MT1-MMP (human) activation inhibition; GFP/RFP ratio change, % at 20 µM; AID 651647; 0.061% of 360,000 active; HT1080 RFP-PRO-GFP cells, GFP/RFP ratio fluorescence, overnight; percent of plate control window, DMSO zero;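 active = GFP/RFP ratio change of at least 30% with cell ATP level not reduced by more than half and red fluorescence within 50% of control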; also: strong numbers were not always called active
#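 Test system: HT1080 cells expressing an RFP-PRO-GFP fluorescent reporter construct / Compound dosing: single-point 20 µM compound, 1% DMSO / Schedule: cells overnight before dosing, compound overnight, 37 °C, 5% CO2 / Evaluation: GFP/RFP fluorescence ratio / Control set: DMSO and RFP-L50D-GFP cell wells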
# Rin1 Abl inh: human Rin1-Abl interaction inhibition. TR-FRET Rin1/Abl binding, biochemical. inhibition, % at 7.35 µM. AID 588664. 0.4% of 360,000 active; in the data active = inhibition above about 5%, passing the limit was not always enough
# SKN-1 block: inhibitors of C. elegans SKN-1; C. elegans VP596 Pgst-4::GFP/RFP ratio, acrylamide-induced, 24 h; inhibition, % at 21.8 µM; 0.49% of 360,000 active;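 active = interference check ratio from 0.5 to 1.5 plus GFP to RFP signal ratio inhibition reaching or exceeding a fixed threshold, cut at about 30% in these data, passing the limit was not always enough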; also: some compounds called inactive have numbers as strong as hits
# * marks the source's active call; other numbers are inactive results; i = inactive; . = not tested or not shown; + = active, no number.
# Each structure is followed by: FAS-TE inh, NRP1-CendR mod, Neddylation inh, eLon inh, PABP1 MLLE inh, bovine MsrA act, MT1-MMP act inh, Rin1 Abl inh, SKN-1 block
COc1ccccc1NC(=S)N(CCN1CCCCCC1)Cc1cccs1
    5, 3, i, 8, -44, -6, -3, 1, -10
O=C(CN1CCOCC1)N1c2ccccc2Sc2ccccc21
    -3, 10, i, -9, 4, -2, 1, 0, 1
COCCN1C(=O)N[C@@H](CCc2ccccc2)[C@H](C(C)=O)[C@H]1C
    -13, 24*, i, 1, 7, -2, 5, 0, -1
CN(CC(=O)Nc1ccccc1Br)CC(=O)Nc1ccccc1C(F)(F)F
    1, 2, i, -1, 3, -2, 3, -1, 15
CCCS(=O)(=O)N1CCCC(C(=O)NCCN(C)Cc2ccccc2)C1 (configuration not stated)
    -6, -1, i, 4, -7, 0, 5, -4, 10
COc1cc(S(=O)(=O)N(Cc2ccc(C)cc2)C2CCCCC2)ccc1-n1cnnn1
    37, -2, i, 10, -3, -2, -17, -4, 13
CCCCCC(=O)NN1C(=S)N(c2ccc(OC)cc2)C(=O)C1CC(=O)Nc1ccccc1 (configuration not stated)
    -5, -10, i, 2, -14, 0, 1, -2, -5
COc1ccc2[nH]c3nc(SCc4nnc(-c5ccc(C)cc5)o4)nnc3c2c1
    -17, 3, i, 6, -8, -4, 2, -3, -7
CN(C)S(=O)(=O)c1ccc(N2CCCC2)c(C(=O)NNC(=O)c2ccccc2)c1
    2, 0, i, 6, -21, -6, -2, 1, -1
CC(Sc1nnc(-c2ccc(C(C)(C)C)cc2)n1C)C(N)=O (configuration not stated)
    -2, 24*, i, 0, -45, 2, 2, -5, 29
CCC(C)[C@H]1COCCS(=O)(=O)N1Cc1ccccc1F (some centres not stated)
    0, 19, i, -4, -8, -2, -2, 2, -16
CCN1CCN(CC2COc3ccccc3O2)CC1 (configuration not stated)
    -2, -1, i, -4, 13, -1, -1, 1, -3
Cc1ccccc1NC(=S)N(CCN1CCCCC1)Cc1ccco1
    -4, 10, i, -1, 12, -2, -4, 0, -2
O=S(=O)(c1ccc(Cl)cc1)N1CCC2(CC1)OCCO2
    -4, 3, i, -5, -7, -3, -5, 12*, -13
COCCNC(=O)CSc1n[nH]c(=O)n1CCc1ccccc1
    -9, -8, i, 11, -12, -5, -1, 3, 21
COc1ccc(C(CNC(=O)C(C)Oc2ccc(Br)cc2)N2CCCCC2)cc1 (configuration not stated)
    4, 14, i, -10, -2, -2, -3, 3, 6
O=C1CN(C(=O)c2ccccc2C(=O)O)c2ccccc2N1
    -4, -26, i, -22, -40, -6, -9, 4, -9
Cc1ccc(CS(=O)(=O)CCC(=O)NCc2cccs2)cc1
    -5, 4, i, -6, 0, -8, 0, 4, -4
Cn1nnc2cc(C(=O)Nc3ccccc3)ccc21
    -4, 12, i, 5, 9, 3, 4, -2, 1
CCOc1ccc(C(=O)Nc2sc3c(c2C(=O)OC)CC(C)(C)NC3(C)C)cc1
    2, -2, i, -2, -13, 0, -5, -2, -9
CCN(CC)S(=O)(=O)c1ccc2[nH]cc(C(=O)NCCCN3CCCCC3C)c(=O)c2c1 (configuration not stated)
    -12, -11, i, 3, 4, 1, 7, 1, 3
CCC(=O)c1ccc(OCC(O)Cn2cnc3ccccc32)cc1 (configuration not stated)
    -2, -4, i, -4, -9, -3, -3, 3, -6
O=C(NN=Cc1ccccc1)NN=Cc1ccccc1
    -1, 9, i, -14, -18, -4, -2, 4, 17
COc1ccc(NC(=O)C2=C(C)Nc3ncnn3C2c2ccccc2C(F)(F)F)c(OC)c1 (configuration not stated)
    -9, -20, ., 2, -92, -9, -2, 4, -13
Nc1nc(=O)n(C2CCCCO2)cc1Br (configuration not stated)
    -5, 14, i, -13, -1, 0, -2, 0, -4
Cc1sc2nc3c4ccccc4c(NCc4ccco4)nn3c(=O)c2c1C
    6, -37, ., 2, 23, -1, 0, -8, -1
Cc1c(Cl)c(=O)oc2cc(OC(C)C)ccc12
    8, -6, ., 3, 3, -6, 4, -4, 11
CCCCN(C(=O)CCCc1nc2ccccc2c(=O)[nH]1)c1c(N)n(CCCC)c(=O)[nH]c1=O
    -7, 16, i, -1, 20, -4, -4, 3, -3
Cc1cc(C(=O)COC(=O)CCc2nc3ccccc3s2)c(C)n1C
    -1, -1, i, -1, 21, -11, 2, -3, -9
Cc1oc(C(C)(C)C)c(CN2CCOCC2)c1C(=O)O
    -2, -5, i, 4, 8, -3, 0, -1, -8
O=C1NC(c2cccc([N+](=O)[O-])c2)Oc2ccccc21 (configuration not stated)
    5, 11, i, 8, -7, -3, 3, -1, 4
CCn1c(=O)c(C(=O)NCCc2ccc(OC)c(OC)c2)c(O)c2ccccc21
    6, 15, i, -9, 28, 0, 3, -1, 5
O=C(c1ccc(Oc2ccc(C(F)(F)F)cn2)cc1)N1CCN(c2ccccc2)CC1
    20, 5, i, -7, -2, -1, 2, -1, 9
Nc1nc(-c2ccccc2)c(CCCNc2ccccc2)c(=O)[nH]1
    -2, -13, i, 8, 4, -2, 2, -2, -16
CCC(C)(C)NC(=O)C(c1ccccn1)N(C(=O)c1csnn1)c1ccc(C)c(C)c1 (configuration not stated)
    -7, -3, i, 8, 16, -14, 2, 2, 0
COc1ccc(NC(=O)c2ccco2)cc1NC(=O)c1ccco1
    -4, 0, i, 1, 7, -1, 1, 2, 3
O=C1CSc2nc3ccccc3n21
    -7, -34, i, -5, -29, -12, -2, -3, -2
Cc1ccc(C(=O)CN2C(=O)NC3(CCc4ccccc43)C2=O)s1 (configuration not stated)
    0, -13, i, -17, -11, -2, -4, 3, -2
COc1cc(NC(=O)c2ccccc2NS(=O)(=O)c2ccc(Cl)s2)cc(OC)c1
    17, 13, i, -6, -9, 0, -15, -3, 8
COc1cc(CC2C(=O)Nc3ccccc32)cc(C)c1O (configuration not stated)
    3, 8, i, 4, -2, -5, -1, 0, -12
Cc1ccc2c(CC(=O)OC(C)C(=O)Nc3ncc(Cl)cc3Cl)coc2c1 (configuration not stated)
    -1, 12, i, -5, 0, -1, -1, -1, 10
O=c1c(Br)c(Br)cnn1-c1ccccc1
    13, -2, i, 11, -8, -5, -29, -133, 0
CCC(=O)Nc1ccc2c(c1)OC[C@@H](C)N(C(=O)c1ccccn1)C[C@@H](C)[C@@H](OC)CN(C)C2=O
    ., -1, i, ., ., ., -1, ., -6
CCOC(=O)c1[nH]c2ccc(Cl)cc2c1NC(=O)/C=C/c1ccc2c(c1)OCO2
    -5, 6, +, -5, -10, 4, -1, 1, -10
O=C(Nc1ccc(Cl)cc1)OCc1cn(-c2ccccc2)nn1
    1, 16, i, -11, 9, -4, 1, 2, 6
O=C(N/N=C1\CC(c2ccccc2)Oc2ccccc21)c1ccc(O)cc1 (configuration not stated)
    12, 8, i, -2, 17, -1, 0, -1, 1
Fc1ccc(COc2ccc(-c3nnco3)cc2)cc1
    6, -1, i, 5, -11, -2, -1, -2, 78*
CC(C)(C)N(Cc1ccccc1)C(=O)COC(=O)CNS(=O)(=O)c1ccc2ccccc2c1
    21, 5, i, -12, 2, 1, 2, 0, 8
O=C(O)c1cc(-c2ccc3ccccc3c2)nc2ccc(F)cc12
    -1, 0, i, -3, 3, 0, -5, -3, 6
O=C(N/N=C/c1cc(Cl)cc([N+](=O)[O-])c1O)c1ccccc1NS(=O)(=O)c1cccs1
    27, -66, i, 5, -68, 2, 0, 0, 5

# Arranged by SMILES length (high to low): part of the list above
# Each structure is followed by: FAS-TE inh, NRP1-CendR mod, Neddylation inh, eLon inh, PABP1 MLLE inh, bovine MsrA act, MT1-MMP act inh, Rin1 Abl inh, SKN-1 block
CCC(=O)Nc1ccc2c(c1)OC[C@@H](C)N(C(=O)c1ccccn1)C[C@@H](C)[C@@H](OC)CN(C)C2=O
    ., -1, i, ., ., ., -1, ., -6
O=C(N/N=C/c1cc(Cl)cc([N+](=O)[O-])c1O)c1ccccc1NS(=O)(=O)c1cccs1
    27, -66, i, 5, -68, 2, 0, 0, 5
CC(C)(C)N(Cc1ccccc1)C(=O)COC(=O)CNS(=O)(=O)c1ccc2ccccc2c1
    21, 5, i, -12, 2, 1, 2, 0, 8
CCC(C)(C)NC(=O)C(c1ccccn1)N(C(=O)c1csnn1)c1ccc(C)c(C)c1 (configuration not stated)
    -7, -3, i, 8, 16, -14, 2, 2, 0
CCOC(=O)c1[nH]c2ccc(Cl)cc2c1NC(=O)/C=C/c1ccc2c(c1)OCO2
    -5, 6, +, -5, -10, 4, -1, 1, -10
O=C(c1ccc(Oc2ccc(C(F)(F)F)cn2)cc1)N1CCN(c2ccccc2)CC1
    20, 5, i, -7, -2, -1, 2, -1, 9
COc1cc(NC(=O)c2ccccc2NS(=O)(=O)c2ccc(Cl)s2)cc(OC)c1
    17, 13, i, -6, -9, 0, -15, -3, 8
Cc1ccc2c(CC(=O)OC(C)C(=O)Nc3ncc(Cl)cc3Cl)coc2c1 (configuration not stated)
    -1, 12, i, -5, 0, -1, -1, -1, 10
O=C(N/N=C1\CC(c2ccccc2)Oc2ccccc21)c1ccc(O)cc1 (configuration not stated)
    12, 8, i, -2, 17, -1, 0, -1, 1
Cc1ccc(C(=O)CN2C(=O)NC3(CCc4ccccc43)C2=O)s1 (configuration not stated)
    0, -13, i, -17, -11, -2, -4, 3, -2
Nc1nc(-c2ccccc2)c(CCCNc2ccccc2)c(=O)[nH]1
    -2, -13, i, 8, 4, -2, 2, -2, -16
O=C(O)c1cc(-c2ccc3ccccc3c2)nc2ccc(F)cc12
    -1, 0, i, -3, 3, 0, -5, -3, 6
O=C(Nc1ccc(Cl)cc1)OCc1cn(-c2ccccc2)nn1
    1, 16, i, -11, 9, -4, 1, 2, 6
COc1cc(CC2C(=O)Nc3ccccc32)cc(C)c1O (configuration not stated)
    3, 8, i, 4, -2, -5, -1, 0, -12
O=c1c(Br)c(Br)cnn1-c1ccccc1
    13, -2, i, 11, -8, -5, -29, -133, 0

# New compounds follow:
# Each structure is followed by: FAS-TE inh, NRP1-CendR mod, Neddylation inh, eLon inh, PABP1 MLLE inh, bovine MsrA act, MT1-MMP act inh, Rin1 Abl inh, SKN-1 block
O=C(CSc1nnc(-c2ccncc2)o1)c1ccc2c(c1)OCCO2
    -2, 3, i, 9, -21, 1, -1, 4, 15
Cn1c(SCC(=O)c2ccccc2)ncc(C(=O)Nc2ccc(F)cc2)c1=O
    9, -2, i, 3, 16, -8, -1, 0, -1
COc1ccc(CN(C)CC(=O)NC(=O)NCc2ccccc2)c(OC)c1
    2, -6, i, -4, -8, -1, 0, -2, 9
CCOc1ccc(S(=O)(=O)N2CCOCC2)cc1NC(=O)C1=COCCO1
    -6, -7, i, 4, -2, -1, 0, -2, 16
COCCN1C(=O)N(c2cccc(OC)c2)C(=O)C1CC(=O)Nc1ccc(Cl)cc1 (configuration not stated)
    3, 0, i, -6, 19, -3, 0, -2, -4
CC(C)C(=O)Nc1ncc2c(n1)CC(c1cccs1)CC2=O (configuration not stated)
    -9, 17, i, 11, -1, -11, 1, 2, 4
COCCN(C(=O)CSc1nnc(-c2ccc(F)cc2)n1N)c1c(N)n(CC(C)C)c(=O)[nH]c1=O
    -6, -6, i, 2, -16, -3, 0, 1, 14
Cc1ccc2c(n1)CC(C)(C)C/C2=N\O
    1, 6, i, -7, -2, -13, -8, 4, -25
O=C(O)C1CC=CCC1C(=O)Nc1cccc(C(=O)N2CCCCC2)c1 (configuration not stated)
    -7, 1, i, -5, -19, -2, 2, 1, 7
O=C(NCc1cnn(-c2ccccc2)c1)C1CCC(=O)N(C2CC2)C1 (configuration not stated)
    -3, 12, i, -5, 1, -4, 1, 4, 8
CC1CCN(S(=O)(=O)c2ccc3c(c2)N(CC(=O)NCCCN(Cc2ccccc2)C(C)C)C(=O)CO3)CC1
    -1, -1, i, 6, 7, -7, -2, 2, 10

# Compound activity: PubChem BioAssay, several laboratories
